# MT stabilize HCS: microtubule stabilizers in HeLa cells, primary screen, imaging, high-content imaging. % tubulin-high responders, % at 10 µM. HeLa tubulin immunostaining HCS, 24 h; share of cells brighter than vehicle mean+2SD. 0.83% of 200,000 active;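 active = plate Z-score above 3 for both tubulin-high and condensed-nucleus cell shares, with cell loss under 80%, at 10 µM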;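 note: anti alpha tubulin signal scored within the nucleus-defined area of each cell; some results filed as inactive read as strong as hits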
# Yfh1-off respiration: enhancers of respiration in Yfh1-depleted yeast, dose response, Friedreich's ataxia, plus single-dose screen (AID 1465). S. cerevisiae Yfh1-off respiration, WST-1 reduction, 72 h; higher fold induction means a stronger effect. fold induction at 50 µM, or EC50 in µM where a hit was titrated. 0.074% of 220,000 active;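 active = fold induction of absorbance versus untreated yeast above a set limit, then at least 30% activation at any dose in follow-up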;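 note: activators that raise dye reduction in frataxin-depleted yeast; strong numbers were not always called active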
# NOD2 inhibition: NOD2 signaling inhibitors, cell-based, luminescence, uHTS, HEK293 (AID 1566); 0.63% of 290,000 active; one-dose inhibition, % at 4 µM; EC50 in µM for titrated hits; HEK293 NOD2/NF-kB luciferase reporter, luminescence; higher % means a stronger effect; in the data active = inhibition above about 50%; note: many of its hits are not listed in these tables
# NOD1 NF-kB reporter: NOD1 signaling inhibitors, primary screen, cell-based, luminescence, uHTS (AID 1578). 1% of 290,000 active. one-dose inhibition, % at 4 µM; EC50 in µM for titrated hits. NOD1-driven NF-kB luciferase reporter cells, luminescence; higher % means a stronger effect; in the data active = inhibition mostly above about 36%, no sharp cut-off; inactive = mostly below about 34%;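 note: HEK-293T reporter cells stimulated with the NOD1 agonist gamma-tri-DAP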
# P. falciparum M17LAP: P. falciparum M17LAP inhibitors, primary screen, biochemical, fluorogenic H-Leu-NHMec substrate, 1536-well (AID 1619) | Leucine aminopeptidase (Plasmodium falciparum (isolate 3D7)) | recombinant M17LAP, H-Leu-NHMec fluorogenic kinetic assay; higher % means a stronger effect | inhibition, % at 30 µM; hits with a dose series show IC50 in µM | 0.38% of 220,000 active;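 active = compound inhibiting the enzyme by more than half at any dose during confirmatory dose-response retesting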;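 note: plate controls were full reaction with DMSO carrier for no effect and no enzyme background for full effect; strong numbers were not always called active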
# Dynein cargo inh: inhibitors of GR-EGFP nuclear translocation, primary screen, dynein cargo transport inhibitor project, imaging, high-content, 3617.4 mouse cells; 0.47% of 220,000 active; test concentration mostly 20 µM; stimulated with dexamethasone, 1 µM; hits give low values; AID 1381, 2008; z-score, hits read low;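 active = plate z-score of nuclear minus cytoplasmic receptor signal below a set negative limit, without overly bright fluorescence or cell loss, cut at about -3.5 in these data, passing the limit was not always enough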;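 note: z-score of nuclear minus cytoplasmic ring GR-EGFP intensity difference per well; some compounds called inactive have numbers as strong as hits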
#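 Schedule: 48 h induction, then 1 h compound, then 30 min agonist, 37 °C. Buffer or medium: tetracycline-free induction medium containing charcoal-stripped FBS. Reagent: 1.0 µM final dexamethasone stimulus. Evaluation: nuclear versus cytoplasmic GR-EGFP signal, averaged per well. Signal: high-content fluorescence imaging after fixation.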
# Ins promoter up: insulin promoter activators in MIN6 cells, imaging, high-content screening, mouse beta cells. MIN6 insulin promoter-GFP reporter; hits give high values. 0.3% of 190,000 active. z-score at 5 µM;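 active = z-score above 3 at 5 µM with at least 500 cells counted in the well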
# Autophagy HCS: autophagy modulators in MEF cells, primary screen, imaging, high-content, MEF GFP-LC3; MEF GFP-LC3 puncta imaging; test concentration mostly 10 µM; calls only at 10 µM (by protocol); 0.98% of 190,000 active;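 active = percentage of spot-positive cells more than 3 SD above its plate mean, without a fluorescence outlier flag or 80% toxicity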;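 note: spot-positive cell cutoff set from DMSO-treated cells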
# b-catenin transl: modulators of beta-catenin nuclear translocation, primary screen, imaging, HeLa cells, immunofluorescence, high-content. nuclear translocation activity, % at 5 µM. AID 1665, 2009. 0.3% of 190,000 active;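 active = nuclear translocation activity above 50% at 5 µM, with a well cell count of 50 or more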;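 note: per-cell ratio of nuclear to cytoplasmic median beta-catenin stain intensity; plate controls were DMSO negative control for no effect and GSK-3 inhibitor IX positive control for full effect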
#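 Assay system: human HeLa cells, native beta-catenin; doses: 5 µM primary, 0.02–20 µM confirmation; incubation: compound treatment 24 h, 37°C, 5% CO2; technique: fluorescence imaging of beta-catenin antibody stain plus DAPI; measure: % activation, nuclear-to-cytoplasmic median beta-catenin signal ratio per cell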
# Dynein cargo inh cytoplasmic EGFP: second read-out of Dynein cargo inh, no call of its own (marks repeat the call); z-score; measured here: cytoplasmic GR-EGFP intensity; hits give high values
# Dynein cargo inh nuclear GR-EGFP: also measured in Dynein cargo inh; calls as there; z-score; measured here: nuclear GR-EGFP intensity;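 lower value marks the stronger effect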
# Dynein cargo inh cell count: second read-out of Dynein cargo inh, no call of its own (marks repeat the call); z-score; measured here: cell count per field
# Ins promoter up cell count: recorded beside Ins promoter up, whose call it bears; cell count; measured here: cytotoxicity, nuclei count;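 total cells summed across four imaged fields per well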
# b-catenin transl cell count 5 µM: second read-out of b-catenin transl, no call of its own (marks repeat the call); cell count; measured here: cell count, cytotoxicity flag
# MT stabilize HCS Hoechst-high %: second read-out of MT stabilize HCS, no call of its own (marks repeat the call); % Hoechst-high responders; measured here: nuclear condensation Hoechst responders;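 share of cells brighter than vehicle mean plus two SD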
# MT stabilize HCS cytotoxicity %: second read-out of MT stabilize HCS, no call of its own (marks repeat the call); toxicity, %; measured here: cytotoxicity by cell density;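 0% = mean cell density of plate MIN control wells and 100% = no cells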
# Autophagy HCS cell loss 18 h: second read-out of Autophagy HCS, no call of its own (marks repeat the call); toxicity, %; measured here: cell loss, nuclei count;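 cell loss after 18 h compound exposure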
# An asterisk follows results filed as active; i = inactive; x = no result given. Not all compounds are listed, so the mix of outcomes need not match the whole.
SMILES,MT stabilize HCS,MT stabilize HCS Hoechst-high %,MT stabilize HCS cytotoxicity %,Yfh1-off respiration,NOD2 inhibition,NOD1 NF-kB reporter,P. falciparum M17LAP,Dynein cargo inh,Dynein cargo inh cytoplasmic EGFP,Dynein cargo inh nuclear GR-EGFP,Dynein cargo inh cell count,Ins promoter up,Ins promoter up cell count,Autophagy HCS,Autophagy HCS cell loss 18 h,b-catenin transl,b-catenin transl cell count 5 µM
Cc1cc(C)nc(SCC(=O)NN)n1,3.4,2.1,8.8,i,-27%,-27%,8%,0.24,-0.28,0.42,-0.29,-0.08,1649,i,3,0.5,1543
COc1ccc(C(=O)N2CCNC(=O)C2CC(=O)Nc2ccc(C)cc2)cc1 (stereo not given),4.6,1.3,18,i,6%,-13%,-2%,0.21,-0.28,0.8,-0.029,-0.69,1644,i,3,1.5,856
COc1cccc(C(=O)Nc2cccc(-c3nnc(-c4ccco4)o3)c2)c1,1.2,0.7,2.8,i,29%,-18%,11%,-0.86,-0.14,-0.32,1.3,0.28,880,i,-2,x,x
CC1=C(C(=O)Nc2ccccc2F)C(c2ccsc2)C2=C(CC(C)(C)CC2=O)N1 (stereo not given),15*,24*,39*,i,-2%,-14%,-2%,-0.15,-0.3,-0.43,0.61,x,x,i,14,-0.4,945
CCn1cc(C(=O)OCC(=O)NCc2ccccc2Cl)c(=O)c2ccc(C)nc21,2.8,2.8,1.3,i,15%,-31%,-5%,0.31,-0.22,-0.18,-0.14,0.33,1315,i,-6,-1.1,1011
CCCCN1C(=O)C(O)(CC(=O)c2ccccc2OC)c2ccccc21 (stereo not given),2.3,3.1,12,i,17%,-23%,8%,-0.36,-0.24,0.64,-0.083,0.9,1300,i,-45,4.6,486
CCN(CCCNC(=O)CN(C)S(=O)(=O)c1cccc2nsnc12)c1ccccc1,3.5,2.8,8.8,x,12%,-22%,1%,-0.86,0.45,-0.51,0.31,1.5,1261,i,5,-4.6,885
CCOC(=O)C1Cn2c(nc3c(c2=O)C(C)(C)Cc2ccccc2-3)S1 (stereo not given),i,x,100,i,4%,16%,3%,2.5,-0.2,1.2,-0.86,-0.14,907,i,-11,1.7,1116
O=C(COC(=O)/C=C/c1ccccc1)Nc1cc(C(F)(F)F)ccc1N1CCOCC1,3.4,2.3,0.7,i,-4%,-38%,2%,-1.2,-0.15,-0.81,-0.09,0.93,1477,i,-4,2.2,1020
Cc1ccc(-c2ccccc2NC(=O)C2C3C=CC(C3)C2C(=O)O)o1 (stereo not given),4.9,3.1,9.4,i,4%,2%,10%,-0.2,-0.036,0.28,0.048,0.19,1394,i,1,1.4,1295
O=[N+]([O-])c1ccc(NCc2ccccn2)nc1,2.9,2.8,6.8,i,2%,-23%,26%,-0.53,-0.25,-0.0078,0.93,0.28,1345,i,1,-1.2,1000
c1ccc2c(c1)ccc1ncccc12,2.1,2.0,1.8,i,22%,12%,2%,-0.35,-0.35,-0.08,0.8,-0.37,1137,i,-2,-0.9,1009
Cc1ccc(C(=O)Cn2c(C(=O)/C=C/c3ccccc3)nc3ccccc32)cc1,9.2,1.7,7.5,i,-22%,64%,-4%,1.1,-0.24,-0.4,0.052,x,x,i,3,x,x
COC(=O)c1c(C(=O)OC)c2cc(C(=O)c3ccccc3)ccn2c1Cl,2.8,2.4,4.9,i,-8%,-13%,-3%,-0.31,-0.23,-0.21,0.32,-0.33,993,i,-8,1.2,1048
O=C1c2ccccc2C(=O)N1CCc1csc(-c2cccc(Cl)c2)n1,0.8,2.2,8.3,i,4%,0%,7%,0.92,-0.23,-0.15,-0.072,0.19,1943,i,-3,-0.9,1107
O=C(O)c1ccc(COc2ccccc2Cl)cc1,5.7,2.9,7.7,i,-19%,-9%,-12%,-0.26,-0.21,-0.027,0.26,x,x,i,17,-2.8,941
COc1ccc(CC(=O)Nc2ncc([N+](=O)[O-])s2)cc1OC,0.9,1.5,1.4,i,12%,-65%,23%,0.79,-0.2,0.32,-0.7,-0.58,1399,i,6,0.8,1084
CCOc1ccc(NC(=S)NC(=O)c2c(Cl)c(C)nn2C)c([N+](=O)[O-])c1,2.8,3.0,8.5,i,7%,-39%,21%,-0.18,-0.28,0.55,0.27,-0.48,1313,i,7,-4.0,597
COc1cc(C)c(C)cc1S(=O)(=O)N1CCN(Cc2ccc3c(c2)OCO3)CC1,3.2,1.2,5.3,i,-30%,x,4%,0.4,0.59,0.27,-1,0.82,1226,i,-7,x,x
COc1cc2nc(CN3CCOCC3)n(CC(=O)NCC(F)(F)F)c(=O)c2cc1OC,x,x,x,i,3%,-15%,4%,-0.43,-0.29,-0.2,0.68,0.96,985,x,x,1.0,1253
COc1ccc(CN2CCN(Cc3cccc(OC)c3)C(CCO)C2)cc1 (stereo not given),2.7,1.7,2.9,i,1%,-11%,-5%,0.065,-0.25,-0.022,0.42,-0.7,1503,i,25,-2.1,971
Cc1ccc(C2/C(=C(\O)c3cnn(-c4ccccc4)c3C)C(=O)C(=O)N2CCN(C)C)o1 (stereo not given),7.8,2.3,15,i,-3%,-18%,4%,-0.18,-0.23,-0.22,0.065,x,x,i,-8,-3.9,1225
Cc1nc2c3ccccc3n(Cc3ccccc3F)c2s1,2.9,4.2,4.7,i,6%,-35%,-2%,0.16,-0.18,0.49,0.76,0.06,1375,i,-9,-1.7,1000
Nc1cc2c3c(cccc3c1)C(=O)N(CCN1CCCC1)C2=O,x,x,x,i,-94%,-5%,13%,1.4,0.77,0.87,-0.033,-0.87,908,x,x,-1.3,702
COc1ccc2oc(C)c(NC(C)=O)c2c1,2.2,1.3,1.9,i,5%,11%,-1%,-0.39,-0.16,-0.056,-0.17,0.3,1237,i,44,-6.2,968
CCOC(=O)c1c(NC(=O)C(F)(OC)C(F)(F)F)sc2c1CCN(C)C2 (stereo not given),4.3,2.5,8.2,i,5%,1%,11%,-0.43,0.52,0.21,0.29,x,x,i,-3,x,x

# By substructure: those above with a nitro group on carbon (three)
SMILES,MT stabilize HCS,MT stabilize HCS Hoechst-high %,MT stabilize HCS cytotoxicity %,Yfh1-off respiration,NOD2 inhibition,NOD1 NF-kB reporter,P. falciparum M17LAP,Dynein cargo inh,Dynein cargo inh cytoplasmic EGFP,Dynein cargo inh nuclear GR-EGFP,Dynein cargo inh cell count,Ins promoter up,Ins promoter up cell count,Autophagy HCS,Autophagy HCS cell loss 18 h,b-catenin transl,b-catenin transl cell count 5 µM
O=[N+]([O-])c1ccc(NCc2ccccn2)nc1,2.9,2.8,6.8,i,2%,-23%,26%,-0.53,-0.25,-0.0078,0.93,0.28,1345,i,1,-1.2,1000
COc1ccc(CC(=O)Nc2ncc([N+](=O)[O-])s2)cc1OC,0.9,1.5,1.4,i,12%,-65%,23%,0.79,-0.2,0.32,-0.7,-0.58,1399,i,6,0.8,1084
CCOc1ccc(NC(=S)NC(=O)c2c(Cl)c(C)nn2C)c([N+](=O)[O-])c1,2.8,3.0,8.5,i,7%,-39%,21%,-0.18,-0.28,0.55,0.27,-0.48,1313,i,7,-4.0,597
